CR mimetic SO: reduction of superoxide in aged yeast, primary screen, HTS. S. cerevisiae aged cells, superoxide DHE fluorescence; stronger effect = lower value. superoxide response (% of plate mean), % at 10 µM. AID 2690, 2010. hit rate 0.18% among 330,000;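 active = superoxide response under a set limit, about three screen SD below normal, cut at about 65% in these data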;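 note: yeast aged for seven days with compound at 30 °C before DHE staining; 100% = average MFI of all compound-treated wells on the plate with controls excluded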
LAP4 TOR yeast: modulators of LAP4-GFP expression in yeast, primary screen, S. cerevisiae, multiplex flow cytometry, MLPCN library | 3 h; median GFP as percent of DMSO wells | GFP response vs DMSO, % at 10 µM | AID 2023, 2009 | hit rate 0.34% among 320,000;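 active = GFP response vs DMSO above a set limit, about the screen mean plus 3 SD, cut at about 150% in these data; inconclusive = under 70 cell events counted for the yeast strain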
GASC-1 inh: inhibitors of GASC-1 histone demethylase, primary screen, biochemical, fluorescence, DELFIA europium | hit rate 0.069% among 330,000 | inhibition, % at 2.35 µM | Lysine-specific demethylase 4C (Homo sapiens), Q9H3R0 | GST-JMJD2C(1-420) H3K9me3 demethylation;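 active = more than half of a compound's replicate wells show inhibition beyond 50%, single wells judged on their own value; inconclusive = some, but no more than half, of replicates pass 50% inhibition; inactive = no replicate passes 50% inhibition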;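 note: signal counts dimethyl H3K9 product captured on neutravidin plate; 0% = median of DMSO wells and 100% = 0.3 times that DMSO median; strong numbers were not always called active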
Target sequence (Q9H3R0 1-420 limits assumed): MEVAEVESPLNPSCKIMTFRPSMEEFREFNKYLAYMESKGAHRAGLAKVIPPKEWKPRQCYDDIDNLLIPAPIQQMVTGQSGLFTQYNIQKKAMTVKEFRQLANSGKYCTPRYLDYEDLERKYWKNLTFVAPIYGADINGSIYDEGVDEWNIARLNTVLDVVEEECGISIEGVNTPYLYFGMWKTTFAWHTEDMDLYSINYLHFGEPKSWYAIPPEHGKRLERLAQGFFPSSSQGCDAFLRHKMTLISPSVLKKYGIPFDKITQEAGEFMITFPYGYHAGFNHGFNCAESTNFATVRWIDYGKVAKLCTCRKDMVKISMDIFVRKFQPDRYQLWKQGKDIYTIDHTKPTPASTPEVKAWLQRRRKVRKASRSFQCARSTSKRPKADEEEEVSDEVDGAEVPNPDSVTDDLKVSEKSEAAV
RPL19A TOR yeast: RPL19A-GFP expression modulators in yeast, primary screen, cell-based, S. cerevisiae, multiplex flow cytometry, MLPCN. S. cerevisiae RPL19A-GFP strain, 3 h; stronger effect = lower value. percent response vs DMSO, % at 10 µM. hit rate 0.3% among 330,000;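 active = percent response vs DMSO below 50%; inconclusive = fewer than 70 events counted for the yeast strain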;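 note: median channel GFP fluorescence of the barcoded RPL19A-GFP strain; ratio of sample median GFP to plate DMSO average so 100% = DMSO; lower means less RPL19A-GFP as with rapamycin TOR inhibition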
proCasp3 act: activators of human procaspase-3 D3A mutant, primary screen, biochemical, absorbance, PC-3 D3A mutant, single concentration | recombinant procaspase-3 D3A, Ac-DEVD-pNA absorbance 405 nm | Caspase-3 (Homo sapiens), P42574 | hit rate 0.11% among 330,000 | activation, % at 8.5 µM | AID 463141, 2010;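 active = activation above the mean of all tested compounds plus 3 SD, cut at about 21% in these data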;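 note: 0% = DMSO alone and 100% = DMSO wells spiked with extra 5 µM PC-3 D3A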
Target sequence (P42574 whole entry D9A/D28A/D175A): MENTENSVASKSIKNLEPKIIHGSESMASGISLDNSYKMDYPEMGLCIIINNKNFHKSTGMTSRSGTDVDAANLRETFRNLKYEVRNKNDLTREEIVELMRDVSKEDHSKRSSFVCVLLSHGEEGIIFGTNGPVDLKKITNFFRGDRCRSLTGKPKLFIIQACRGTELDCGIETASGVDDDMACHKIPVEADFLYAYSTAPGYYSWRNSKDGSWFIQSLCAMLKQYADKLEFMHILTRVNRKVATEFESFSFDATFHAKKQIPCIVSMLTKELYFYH
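material = Procaspase-3 D3A mutant | probe or stimulus = Ac-DEVD-pNA | compound = single dose, 8.5 µM nominal compound, 0.8% DMSO | timing = 1 h preincubation, 2 h reaction | measured by = 405 nm absorbance of p-nitroaniline, reads at 0 and 120 min | benchmarks = DMSO-only low control, 5 µM PC-3 D3A high control | repeats = singlicate, each compound tested once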
AHR activator: AHR activators, primary screen, cell-based, luminescence, luciferase reporter, human. AHR-responsive luciferase reporter cells. hit rate 2.5% among 320,000. Aryl hydrocarbon receptor (Homo sapiens), P35869. activation, % at 5 µM; in the data active = activation above about 47%;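 note: 0% = vehicle wells and 100% = reference agonist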
procasp7 counter: procaspase-7 activators, primary screen, counter-screen for procaspase-3 activator project, biochemical, absorbance, HTS, human. Caspase-7 (Homo sapiens), P55210. recombinant procaspase-7, Ac-DEVD-pNA absorbance 405 nm; D23A/D198A/D206A triple mutant, cannot self-cleave; scale: DMSO 0, 5 µM enzyme 100. activation, % at 8.5 µM. hit rate 0.093% among 330,000. AID 463210, 2010;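 active = percent activation above the screen-wide mean plus 3 SD, cut at about 25% in these data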
Target sequence (P55210 whole entry D23A/D198A/D206A): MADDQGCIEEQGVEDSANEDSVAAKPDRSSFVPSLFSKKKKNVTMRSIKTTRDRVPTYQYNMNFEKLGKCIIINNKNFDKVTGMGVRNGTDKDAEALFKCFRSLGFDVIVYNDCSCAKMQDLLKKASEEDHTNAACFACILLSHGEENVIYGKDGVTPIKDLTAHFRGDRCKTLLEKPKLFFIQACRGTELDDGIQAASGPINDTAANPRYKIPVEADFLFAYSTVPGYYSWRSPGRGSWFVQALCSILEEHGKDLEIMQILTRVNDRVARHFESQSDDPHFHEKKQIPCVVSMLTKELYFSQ
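System: Procaspase-7 triple mutant (PC-7 D3A); measure: % activation from two-timepoint absorbance difference, scaled to controls; times: 1 h compound preincubation, 2 h substrate cleavage, 25 °C; also added: Ac-DEVD-pNA substrate, 400 µM as added; measured by: Epi-absorbance of released pNA at 405 nm, two timepoints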
MEP2 TOR yeast: modulators of MEP2-GFP levels in yeast, primary screen, S. cerevisiae, multiplex flow cytometry, MLPCN library; hit rate 0.51% among 330,000; S. cerevisiae MEP2-GFP strain, 3 h; 100% = DMSO control level; GFP response vs DMSO, % at 10 µM;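 active = GFP response versus DMSO above a set limit, roughly screen mean plus 3 SD, cut at about 180% in these data; inconclusive = fewer than 70 cells counted for a yeast strain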;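 note: median GFP fluorescence of the barcode-gated MEP2-GFP cells per well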
* hit, by the source's call; ? = inconclusive; · = no result given; [ ] = dose if it differs, or a comment.

canonical_smiles	CR mimetic SO	LAP4 TOR yeast	GASC-1 inh	RPL19A TOR yeast	proCasp3 act	AHR activator	procasp7 counter	MEP2 TOR yeast
CN(CCOC(=O)c1cccc(Br)c1)C(C)(C)C	99.0	113.0	-3.0	104.5	-1.0	-2.5	4.3	104.2
Nc1ccccc1N=Nc1ccccc1N	92.4	129.4	-3.8	97.0	4.0	26.0	-12.3	91.3
Cc1ccc(CCNC(=O)CC2Oc3ccc(C)cc3NC2=O)cc1 (stereo not given)	102.7	100.3	11.1	99.5	5.2	-0.8	4.0	97.0
Cc1csc(SC(C)C(=O)NCC2CCCCC2)n1 (stereo not given)	112.8	94.0	11.4	94.4	1.6	-0.7	8.2	92.8
Cc1cc(CNCc2c(C(=O)N3CCCCCCC3)nc3ccc(Cl)cn23)nn1C	102.7	97.7	0.7	102.7	3.6	3.3	4.3	101.4
N#Cc1cn(-c2ccccc2)nc1C(=O)c1ccccc1	134.4	97.4	-2.1	110.3	-5.5	8.1	-3.0	105.1
COC(=O)Cc1[nH]nc2c1C(c1ccc(O)c(OC)c1)C(C#N)=C(N)O2 (stereo not given)	97.5	92.5	4.2	100.9	9.2	-2.4	1.5	101.8
CCC(=O)N=c1sc2cc(F)cc(F)c2n1C	113.9	100.3	5.3	96.3	5.7	12.1	0.1	96.8
O=C(c1cncc(Br)c1)N1CCN(c2ccc([N+](=O)[O-])cc2)CC1	102.8	73.1	0.9	95.6	-0.7	52.5*	-2.7	92.7
Cc1cc(C(=O)Oc2ccccc2C(=O)O)c(C)o1	76.5	?	-2.6	99.3	6.2	3.6	7.3	?
COCc1ccc(C(=O)NC2CCSc3ccccc32)cc1 (stereo not given)	95.6	96.5	-3.0	95.3	-1.7	4.8	-6.2	95.6
O=C(O)C1CCN(c2ccc(S(=O)(=O)N3CCOCC3)cc2[N+](=O)[O-])CC1	93.4	90.1	-4.5	92.2	-5.2	0.3	9.5	89.2
N=c1c(C(=O)NCCc2ccccc2)cc2c(=O)n3ccccc3nc2n1CC1CCCO1 (stereo not given)	87.6	?	-1.8	22.1*[may fluoresce violet]	-24.0	3.0	-39.9	?
Cc1ccc(C)c(NC(=S)N2CCC(NC(=O)C3CCCCC3)CC2)c1	94.5	102.6	4.6	101.1	13.5	-2.4	8.1	104.0
CC(=O)c1cccc(NC(=O)CCN2C(=O)C3C4CCC(C4)C3C2=O)c1 (stereo not given)	101.4	105.7	9.1	94.3	-1.7	-4.2	2.7	94.7
COc1ccc(NC(=O)CSc2nnc(C3CCCCC3)n2N)cc1	89.4	105.2	5.5	95.9	3.7	-1.3	6.4	93.3
CN[C@H](CC(=O)O)C(=O)O	96.6	101.6	-14.6	103.0	1.8	-4.2	-8.9	99.8
CCOC(=O)C1CCCN(CCc2ccccc2)C1 (stereo not given)	104.0	98.3	-3.1	105.9	·	·	·	105.7
CCCOc1ccc(OC(=O)Cc2ccc(OC)c(S(=O)(=O)N3CCOCC3)c2)cc1	103.1	104.2	4.3	100.9	10.0	2.7	-3.4	101.3
CCc1ccc(C(C(=O)NC2CCCC2)N(CCOC)C(=O)CCC(=O)Nc2cc(C)on2)cc1 (stereo not given)	90.3	89.5	-9.2	104.1	-3.0	1.1	0.2	103.6
O=C(COC(=O)c1cccc(-n2cnnn2)c1)Nc1c(Cl)cccc1C(F)(F)F	105.2	97.6	4.9	105.0	10.4	4.9	7.0	106.6
COc1ccc(C(=O)C[N+]2(C)CCOCC2)cc1	100.6	96.4	3.5	96.5	0.5	-2.4	3.8	102.2
O=C(CSc1nnc(NC(=O)C2CC2)s1)Nc1ccccc1Cl	91.6	97.7	-0.5	106.8	-3.9	0.9	-1.3	107.2
Cc1ccc2c3c1C1(C(=O)N3C(C)(C)CC2C)C(C#N)=C(N)Oc2cc(O)ccc21 (stereo not given)	101.1	92.5	2.6	93.5	-5.7	10.4	2.6	94.2
CCOC(=O)C1CCN(S(=O)(=O)c2ccc(NC(=O)c3ccco3)cc2)CC1	100.0	102.9	3.8	97.9	-1.3	-0.2	-6.1	101.3
O=C(Nc1ccc2ccccc2c1)c1cccnc1	99.3	94.2	-6.5	91.7	3.0	51.7*	3.8	90.2
CC(C)Oc1ccc(C(=O)Nc2cc(=O)n(C)c(=O)n2C)cc1	99.9	102.0	6.0	98.9	5.5	3.8	1.2	102.3
O=C(CCS(=O)(=O)c1ccc(Br)cc1)NCc1ccc(F)cc1	89.8	96.5	6.1	97.8	3.5	-0.3	5.3	101.4
O=C(CC(=O)N/N=C\c1ccc(F)cc1)NCCc1ccccc1	101.4	99.5	-0.7	96.9	7.3	-0.4	6.8	103.1
O=c1c2ccccc2oc2cc(NCCCn3ccnc3)ccc12	115.0	106.7	-21.2	96.6	-4.5	3.5	-7.7	100.0
Nc1ccc2nc(C3CCCCC3)[nH]c2c1	101.0	99.9	-2.6	98.9	5.1	3.5	2.7	103.0
COc1ccc(C(=O)N2CCN(c3ccc(NC(=O)c4cccs4)cc3)CC2)cc1	100.0	90.9	-1.8	105.5	1.2	-2.8	-4.8	102.8
COc1ccc(N(C=O)C(C(=O)Nc2c(C)cccc2C)c2ccccc2)cc1 (stereo not given)	94.5	118.5	11.4	106.7	-2.6	-0.3	7.2	101.9
CC(=O)N1CC(c2ccccc2)C(c2ccc(Cl)cc2)=N1 (stereo not given)	93.0	98.6	-2.2	97.0	7.0	-1.0	9.0	99.8
CCCc1nc(NCc2ccccn2)c2nnn(Cc3ccccc3F)c2n1	98.2	101.8	-0.2	100.1	11.8	0.9	-14.6	101.6
NNc1nc(-c2ccccc2)cc(-c2ccc(Br)cc2)n1	103.7	99.3	4.6	100.8	1.2	69.2*	1.4	104.3
COC(=O)C(Cc1cnc[nH]1)NC(=O)C1CCC(=O)N1 (stereo not given)	93.1	99.4	-4.7	100.0	-6.4	1.1	9.5	102.4
CCCOc1ccc(CSC(CC(=O)O)C(=O)O)cc1 (stereo not given)	113.0	104.2	-1.7	101.1	-6.4	-16.6	5.7	102.7
CCc1ccccc1NC(=O)CN1C(=O)C2CCCN2c2ncc(Cl)cc21 (stereo not given)	114.0	107.8	3.4	100.3	-9.9	3.0	-7.4	120.0
NC(=O)C1CCN(c2nc(C3CC3)nc3c2nnn3Cc2ccccc2)CC1	126.4	92.4	27.5	94.8	-2.9	0.2	4.6	93.2
COc1ccc(-c2csc(NC(=S)NC(=O)/C=C/c3ccco3)n2)cc1OC	101.4	86.5	-8.1	92.2	-2.8	12.5	-1.4	91.2
CCOc1ccc2[nH]c3c(=O)n(CCc4ccc(OC)cc4)cnc3c2c1	107.8	76.6	15.7	99.6	9.8	5.3	-1.8	?
COc1ccccc1N1C(=O)c2ccc(C(=O)Nc3nccs3)cc2C1=O	98.4	106.0	6.0	102.6	4.5	-5.2	-1.6	105.4
COc1ccc(NC(=O)O/N=C/c2ccccc2)cc1	93.8	78.9	32.6	95.9	8.7	1.0	5.1	93.4
O=C(CSc1cn(CC(=O)N2CCOCC2)c2ccccc12)N1CCOCC1	99.2	92.2	11.8	93.4	-3.2	2.6	0.1	102.9
Cc1cccc(NC(=O)CSc2nc3ccccc3nc2N2CCCCC2)c1	109.7	103.0	0.3	98.5	9.4	1.1	2.8	100.5
CC12CCC(C(=O)N(c3ccccn3)c3ccccn3)(OC1=O)C2(C)C (stereo not given)	99.4	107.5	0.0	97.4	5.9	3.1	-3.9	101.0
Cn1c(=O)c2c(nc(N/N=C/c3ccc(OC(=O)c4ccco4)cc3)n2Cc2ccccc2Cl)n(C)c1=O	96.8	91.3	8.9	103.0	-1.8	-0.4	0.9	104.5
Cc1ccc(S(=O)(=O)N2CCOCC2)cc1C(=O)Nc1ccncc1	105.7	95.5	-9.3	100.0	0.0	0.5	0.2	96.1
COC(Cc1ccccc1N1CCCC1=O)OC	108.0	101.6	-8.5	93.2	1.4	-2.3	-2.1	84.0

The list goes on.
canonical_smiles	CR mimetic SO	LAP4 TOR yeast	GASC-1 inh	RPL19A TOR yeast	proCasp3 act	AHR activator	procasp7 counter	MEP2 TOR yeast
CCC(C)(C)n1nnnc1C(c1ccc(F)cc1)N1CCC(C(N)=O)CC1 (stereo not given)	97.9	106.4	-36.6	102.4	-3.6	3.5	-5.2	69.4
COC(C[C@@H]1O[C@@H]1[C@H](O)[C@@H](C)OCc1ccccc1)OC	93.5	105.5	-2.0	94.8	-3.2	0.4	0.1	91.3
CCCc1c(C(=O)N/N=C/c2cccs2)nnn1-c1nonc1N	110.0	82.1	38.1	89.5	5.5	61.3*	2.0	91.5
[O-][n+]1c2c(nn1-c1ccccc1Cl)-c1nonc1CC2	100.2	96.0	2.9	95.0	1.4	4.7	-3.4	104.9
Cn1ncc(Br)c1C(=O)Nc1ccc(Br)cn1	101.4	98.8	1.0	101.8	16.5	174.8*	-3.4	117.1
COc1ccccc1CNC(=S)NC1CCCCC1	84.1	121.1	-8.4	107.0	4.4	3.2	-1.7	114.1
O=C(Nc1nc(-c2cccnc2)cs1)c1ccc(S(=O)(=O)N2CCOCC2)cc1	95.1	96.2	9.3	99.6	-6.0	18.4	4.1	97.7
COc1ccc(N(CC(=O)Nc2cccc(N(C)S(C)(=O)=O)c2)S(C)(=O)=O)cc1OC	100.7	88.5	7.0	95.2	-3.0	-0.1	8.8	100.7
CSc1ccccc1NC(=S)Nc1cc(C)cc(C)c1	102.3	95.4	7.4	95.3	-9.1	2.8	-9.5	94.8
Cc1cccc(N=Nc2c(O)[nH]c3ccc(F)cc23)c1	85.8	113.6	4.3	104.5	12.6	93.0*	-2.6	111.3
CC(=O)Oc1c(S(=O)(=O)c2ccc(C)cc2)c(C)nn1-c1ccccc1	98.3	90.7	-10.6	101.1	-0.5	3.4	3.8	93.0
CC(C)NC(=O)CC(=O)NN=C1CCCCC1	113.3	94.5	2.2	101.5	10.7	3.1	3.0	102.6
Cc1ccc(C)c(S(=O)(=O)N2CCN(CC(=O)Nc3ccc4c(c3)OCCO4)CC2)c1	102.4	99.0	0.4	98.5	13.7	-2.2	13.0	100.5
CC(=O)OC(C(=O)NCc1ccc2c(c1)OCO2)c1ccccc1Cl (stereo not given)	93.5	104.6	32.9	103.0	-5.2	11.2	-2.0	102.0
